Fibroblast inh: antiproliferative effect on LL 47 fibroblasts – human, LL 47 cells, CellTiter-Glo luminescence, primary screen. LL 47 human lung fibroblast viability, ATP luminescence; stronger effect = lower value. actives 1.1% (n = 85,000). viability, % at 10 µM;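 active = viability at or below 50% in the single dose screen; inactive = viability above 50%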;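 also: compound exposure lasted 72 h before the ATP readout; 100% = median luminescence of untreated cell-only wells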
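Test system: LL 47 human lung fibroblasts / Incubation: 72 h compound exposure at 37 °C after overnight plating / Technique: luminescent ATP detection, CellTiter-Glo / Compound dosing: 0.1% DMSO in all compound wells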
CYP2C19 inhib: blockers of cytochrome P450 2C19 activity – biochemical, luminescence, ADME assay, primary screen; actives 21% (n = 96,000); P33261; inhibition, % at 5 µM; CYP2C19 Supersomes, luciferin-H EGE luminescence, 30 min;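 active = CYP2C19 inhibition above a set limit at 5 µM in the primary screen, cut at about 50% in these data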;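 also: plate controls were negative control wells for no effect and 2.5 mM tranylcypromine positive control for full effect; values of inactives mirror those of a sister screen read the other way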
Target sequence (P33261 whole entry, looked up): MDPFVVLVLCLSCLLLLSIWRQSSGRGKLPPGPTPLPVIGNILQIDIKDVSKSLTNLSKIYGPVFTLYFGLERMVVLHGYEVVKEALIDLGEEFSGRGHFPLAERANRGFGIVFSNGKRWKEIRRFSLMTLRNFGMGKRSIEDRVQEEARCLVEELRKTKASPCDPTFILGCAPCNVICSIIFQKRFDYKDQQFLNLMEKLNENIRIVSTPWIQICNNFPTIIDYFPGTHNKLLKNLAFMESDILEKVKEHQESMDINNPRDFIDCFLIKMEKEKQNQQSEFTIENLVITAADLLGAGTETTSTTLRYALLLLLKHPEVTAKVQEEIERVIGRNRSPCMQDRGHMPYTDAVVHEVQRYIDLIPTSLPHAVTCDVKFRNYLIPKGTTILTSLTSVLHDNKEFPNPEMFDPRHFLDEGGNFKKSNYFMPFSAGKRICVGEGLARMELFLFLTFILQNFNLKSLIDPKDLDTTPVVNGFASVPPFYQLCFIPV
H69AR inhibit: proliferation blockers of H69AR lung cancer cells, primary screen, cell-based, human, 86K library; AID 598, 2007; H69AR lung tumor viability, ATP luminescence, 72 h; stronger effect = lower value; actives 6% (n = 85,000); viability, % at 10 µM;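 active = viability at or below 40%; inactive = viability above 40%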;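 also: multidrug resistant small cell line overexpressing MRP-1 efflux transporter; 100% = mean luminescence of untreated control wells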
CD11b adhes enh: enhancers of CD11b/CD18 adhesion to fibrinogen, primary screen, K562 cells, luminescence. Integrin beta-2 (Homo sapiens) + Integrin alpha-M (Homo sapiens), P05107+P11215. ATPlite luminescence. activation, % at 10 µM. actives 0.07% (n = 93,000). AID 1499, 2009;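 active = 10 µM primary screen giving 50% or more activity, confirmed by 40% or more on retest at that dose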; also: strong numbers were not always called active
HUVEC prolif 384: inhibitors of HUVEC proliferation, primary screen, cell-based, 384-well | viability, % at 10 µM (by protocol) | actives 1.1% (n = 86,000) | CellTiter-Glo luminescence, 72 h; stronger effect = lower value;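 active = viability at or below 30%; inactive = viability above 30%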;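 also: 100% = median luminescence of DMSO-only cell control wells on each plate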
ERa coact pot: enhancers of ERα–SRC-1 coactivator binding, primary screen, biochemical, TR-FRET, ERα LBD, low estradiol; TR-FRET ERalpha-LBD/SRC-Cy5 coactivator binding, 2 h; 100 = basal binding, no effect; actives 1.3% (n = 86,000); Estrogen receptor (Homo sapiens), P03372; coactivator binding (% of control), % at 25.6 µM; AID 639, 2007; in the data active = activity above about 200%;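 also: binding measured in presence of low estradiol as agonist stimulus; 0% = peptide alone without receptor and 100% = receptor with peptide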
Target sequence (P03372 whole entry, looked up, the tested form may be a part): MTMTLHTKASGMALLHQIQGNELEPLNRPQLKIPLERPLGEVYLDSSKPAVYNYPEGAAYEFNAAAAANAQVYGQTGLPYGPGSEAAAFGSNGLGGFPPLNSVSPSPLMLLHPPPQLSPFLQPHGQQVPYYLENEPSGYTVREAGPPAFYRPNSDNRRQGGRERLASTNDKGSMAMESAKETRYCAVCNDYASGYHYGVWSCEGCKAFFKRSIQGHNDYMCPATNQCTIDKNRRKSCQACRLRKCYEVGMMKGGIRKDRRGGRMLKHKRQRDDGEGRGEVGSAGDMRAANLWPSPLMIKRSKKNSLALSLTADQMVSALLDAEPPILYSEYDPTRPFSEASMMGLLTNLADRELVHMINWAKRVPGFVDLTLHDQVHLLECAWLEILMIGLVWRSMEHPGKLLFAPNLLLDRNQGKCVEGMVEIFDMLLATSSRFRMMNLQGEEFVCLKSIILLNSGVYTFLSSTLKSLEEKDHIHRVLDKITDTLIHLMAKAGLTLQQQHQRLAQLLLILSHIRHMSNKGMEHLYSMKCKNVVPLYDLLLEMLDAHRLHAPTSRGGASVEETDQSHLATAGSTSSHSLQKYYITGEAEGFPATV
ERa coact inh: ERα–SRC-1 coactivator interaction inhibitors, primary screen, biochemical, TR-FRET, ERα LBD, estradiol-bound; actives 1.7% (n = 86,000); TR-FRET ER-alpha LBD / SRC-1 peptide; Estrogen receptor (Homo sapiens), P03372; inhibition, % at 25.6 µM; in the data active = inhibition above about 50%;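 also: 0% = receptor plus peptide control and 100% = peptide only without receptor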
CYP2C19 act: human CYP2C19 activators, primary screen, biochemical, luminescence; activation factor at 5 µM; recombinant CYP2C19, luciferin-H EGE luminescence; stronger effect = higher value; 0 = fully inhibited enzyme, 1 = untreated enzyme; AID 1025, 2008; Cytochrome P450 2C19 (Homo sapiens), P33261; 96,000 tested, under 10 active;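 active = activation factor of at least 2 at 5 µM in the primary screen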;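 also: 0 = wells with 2.5 mM tranylcypromine and 1 = vehicle-only wells; values of inactives mirror those of a sister screen read the other way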
CD11b adhes inh: inhibitors of CD11b/CD18 adhesion to fibrinogen, primary screen, K562 cells, luminescence | ATPlite luminescence; Mn2+ added to activate the integrin | inhibition, % at 10 µM | actives 0.54% (n = 93,000) | AID 1497, 2009;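 active = primary inhibition of 50% or more at 10 µM, then 40% or more on retest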; also: some results filed as inactive read as strong as hits
An asterisk follows results filed as active; x = no result given; [ ] = remark or other dose.

SMILES	Fibroblast inh	CYP2C19 inhib	H69AR inhibit	CD11b adhes enh	HUVEC prolif 384	ERa coact pot	ERa coact inh	CYP2C19 act	CD11b adhes inh
CCNC(=O)Cn1cnc2c1c(=O)n(C)c(=O)n2C	102	0	93	1	101	85	13	1	-25
COC(=O)/C=C/S(=O)(=O)c1ccc(NC(C)=O)cc1	x	-1	1.0*	-2	80	123	-4[fluorescence artefact?]	1	-8
O=C(Nc1nnc(SCc2ccccc2)s1)c1cccs1	94	15	93	1	90	91	0	0.8	-34
CC1CC(C)CN(C(=O)c2cc3c(s2)CCC3)C1 (stereo not drawn)	x	6	x	-1	x	x	x	0.9	-26
COc1ccc(C2c3c(oc4ccccc4c3=O)C(=O)N2CCN2CCOCC2)cc1OC (stereo not drawn)	99	x	83	x	102	133	2[fluorescence artefact?]	x	x
O=C(Nc1cccc2ccccc12)OC1C=CS(=O)(=O)C1 (stereo not drawn)	80	x	64	x	81	126	-42	x	x
Cc1ccc(C)c(S(=O)(=O)NCc2ccc(C(=O)NCc3ccccn3)cc2)c1	x	89*	x	-5	x	x	x	0.1	-12
O=C(Cc1ccc(F)cc1)NCCc1ccccc1	101	68*	96	0	98	115	0	0.3	-28
CC(C)Nc1nc(SCC(N)=O)nc(N2CCOCC2)n1	101	-4	95	-3	100	91	4	1	1
O=C(COc1ccccc1)OCc1cc2ccccc2[nH]c1=O	97	8	102	-2	93	101	-5	0.9	-1
Cc1cc(C)c2[nH]c(=O)c(CN(Cc3nnnn3C3CCCC3)C3CCCCC3)cc2c1	97	6	79	-2	99	118	-1	0.9	-15
O=C(CN1CCN(c2ccccc2)CC1)c1ccc2cc[nH]c2c1	102	43	96	-1	96	107[fluorescence artefact?]	8[fluorescence artefact?]	0.6	0
COc1cc(-n2nc(C)c3c2OC(N)=C(C#N)C3c2ccccc2)c(Cl)c(Br)c1O (stereo not drawn)	100	99*	63	-8	57	88[fluorescence artefact?]	13[fluorescence artefact?]	0	101
COc1ccc(NC(=O)CN(C)S(=O)(=O)c2ccccc2)cc1	99	62*	91	-4	92	117	3[fluorescence artefact?]	0.4	-25
O=C1c2ccccc2C(=O)C1Cc1cccc2ccccc12	91	31	76	-4	88	86[fluorescence artefact?]	4	0.7	16
CC(C)Cn1c(-c2ccco2)csc1=Nc1cccnc1	99	33	84	6	94	60	8	0.7	-10
COc1cccc(CNCCN2CCOCC2)c1OC	99	2	85	-6	99	114	0	1	-4
CCN(CC)S(=O)(=O)c1ccc(S(=O)(=O)Nc2cc3c(cc2C(C)=O)OCO3)cc1	92	52*	86	-2	103	104	-10	0.5	16
CCCCN(CCCNc1ncnc2nc[nH]c12)c1ccccc1	96	19	76	3	87	78[fluorescence artefact?]	10	0.8	-8
O=C1CC(C(=O)N2CCOCC2)C2(CCCC2)O1 (stereo not drawn)	103	11	116	-5	95	94	-2	0.9	-37
Cc1c(S(=O)(=O)N2CCOCC2)c(=O)n(C)c(=O)n1C	100	10	93	7	106	88[fluorescence artefact?]	6	0.9	-8
COc1cc(O)c2c(c1)OC(C)(C)CC2=O	99	5	98	-3	89	103	6	1	x
COc1ccc(-n2nnnc2SCC(=O)Nc2cccc(C)n2)cc1OC	99	26	107	1	90	119	-3	0.7	-2
O=C(O)c1cc(-c2ccccc2)n[nH]1	100	x	108	x	93	97	11	x	x
O=C(C1CCN(CCCc2ccccc2)CC1)N1CCCCC1	98	4	86	0	101	119[fluorescence artefact?]	-5	1	2
Additional results follow:
SMILES	Fibroblast inh	CYP2C19 inhib	H69AR inhibit	CD11b adhes enh	HUVEC prolif 384	ERa coact pot	ERa coact inh	CYP2C19 act	CD11b adhes inh
COC(=O)c1ccn(-c2nc(-c3ccco3)cc(C(F)(F)F)n2)n1	100	-2	72	2	96	88	-1	1	0
COCCN1C(=O)c2ccc(C(=O)NCc3cccnc3)cc2C1=O	96	-4	92	6	96	124	0	1	-7
Cc1nc2ccccc2c2oc(C(=O)N3CCN(C(=O)c4ccco4)CC3)cc12	88	22	79	-1	79	95	-1	0.8	4
COc1ccc(C(=O)NCC(=O)OCC(=O)NC(=O)NC2CCCCC2)cc1OC	x	14	94	0	108	110	-1	0.9	-9
CC(C)OC(=O)c1c(NC(=O)CCn2nnc3ccccc32)sc2c1CCCC2	x	57*	93	1	99	129	6	0.4	0
CC(=O)NC1(C(F)(F)F)NC(=O)N(CC(C)C)C1=O (stereo not drawn)	96	-16	98	2	95	110[fluorescence artefact?]	-5	1.2	-37
O=C(/C=C/c1c(Cl)cccc1Cl)n1cccn1	93	x	26*	x	90	85	4	x	x
O=CN(Cc1ccco1)C1(C(=O)NC2CCCCC2)CCCCC1	100	13	90	-1	93	96	3	0.9	5
CN(C)c1nc2c(c(=O)[nH]c(=O)n2C)n1Cc1ccc(F)cc1	108	-4	105	2	96	90	-1	1	-18
Cc1ccc2cc(C(c3nnnn3CC3CCCO3)N3CCc4ccccc4C3)c(=O)[nH]c2c1 (stereo not drawn)	97	42	71	2	84	59	5	0.6	-13
CC(C)(C)n1nnnc1C(c1ccncc1)N1CCN(c2ccc(O)cc2)CC1 (stereo not drawn)	106	49	102	0	94	94	8	0.5	9
COc1ccc(OC)c(NC(=O)CSc2nnnn2-c2ccc3c(c2)OCO3)c1	93	4	73	-2	68	105	22	1	-2
CC(C)C(C(=O)Nc1ccc(N2CCOCC2)cc1)N1C(=O)c2ccccc2C1=O (stereo not drawn)	103	23	94	-4	107	114	-2	0.8	-3
Cc1ccc(Cl)cc1N1CCN(C(c2cccnc2)c2nnnn2C2CCCCC2)CC1 (stereo not drawn)	93	98*	48	5	81	110	8[fluorescence artefact?]	0	1
CCOC(=O)C1=C(C)Nc2nc3ccccc3n2C1c1ccncc1 (stereo not drawn)	89	54*	62	-3	113	130	-3	0.5	-10
O=C(CN1C(=O)NC(Cc2ccccc2)C1=O)NC(=O)NC1CCCCC1 (stereo not drawn)	96	10	93	-6	90	111	-4	0.9	-8
Cc1ccc(S(=O)(=O)Cn2nnnc2C(C(C)C)N2CCc3ccccc3C2)cc1 (stereo not drawn)	99	32	92	1	97	111	-9	0.7	4
O=C(Nc1ccc(Cl)cc1)N(Cc1nnc2n1CCCCC2)c1ccccc1	102	-16	99	-2	92	113	-6	1.2	-9
CCN1C(=O)CC(N2CCC(Cc3ccccc3)CC2)C1=O (stereo not drawn)	105	x	87	x	86	106	0	x	x
CCOC(=O)C1=NNC(C(=O)c2ccc(C)cc2)C1c1ccc(OC)cc1 (stereo not drawn)	91	48	44	1	94	89	3	0.5	-3
CCN(CCNC(=O)Cn1cc2c(n1)CCCC2)c1ccccc1	99	72*	90	13	96	102[fluorescence artefact?]	6[fluorescence artefact?]	0.3	-18
COc1ccc(-c2noc(C3CCCN(C(=O)c4ccccc4OC)C3)n2)cc1OC (stereo not drawn)	x	5	x	-1	x	x	x	1	8
O=C(NCc1ccc2c(c1)OCO2)c1cccc(N2CCCC2=O)c1	100	69*	96	0	89	107	4	0.3	0
CC(C)(C)C(=O)N1CCC(O)(CS(=O)(=O)Cc2ccccc2Cl)CC1	x	13	x	7	x	x	x	0.9	-42
O=C1CCCN1CCC1CCN(C2CC(=O)N(c3ccc(Cl)cc3)C2=O)CC1 (stereo not drawn)	104	-18	100	2	103	127	-32	1.2	-2
Later entries:
SMILES	Fibroblast inh	CYP2C19 inhib	H69AR inhibit	CD11b adhes enh	HUVEC prolif 384	ERa coact pot	ERa coact inh	CYP2C19 act	CD11b adhes inh
O=C(NC1CCSC1=O)c1cccc(C(=O)NC2CCSC2=O)c1 (stereo not drawn)	99	6	93	-3	92	208*	23[fluorescence artefact?]	0.9	-10
CC(C)(C)c1ccc(O)c(N)c1	93	-2	90	-1	93	103	-4	1	5
CN(C)/C=N/c1sc2c(c1C#N)CC(C)(C)NC2(C)C	100	x	93	x	94	99	-11	x	x
CCOC(=O)c1c(C)[nH]c(C)c1C(=O)CSc1nnc(-c2cc(OC)c(OC)c(OC)c2)o1	84	15	63	-4	45	313*	-42[fluorescence artefact?]	0.8	-1
COCc1cc(C)nc(SCC(=O)Nc2ccc(C)c(C)c2)c1C#N	x	41	57	x	113	208*[fluorescence artefact?]	-7[fluorescence artefact?]	0.6	x
CCCSC1=C(C#N)C(c2cc(OC)ccc2OC)CC(=O)N1 (stereo not drawn)	97	x	90	x	105	103	-1	x	x
C/C=C/c1ccc(OCCCNC2CCCC2)c(OC)c1	85	6	62	3	94	110	-4	0.9	8
CCn1c(C(C)NC(=O)c2cccc(C)c2)nc2ccccc21 (stereo not drawn)	100	16	96	-4	90	124	-9	0.8	-27
O=C(C1CCN(C2CC(=O)N(c3ccc(Cl)cc3)C2=O)CC1)N1CCOCC1 (stereo not drawn)	101	-8	91	8	93	107	16	1.1	-19
CCOc1ccc(N=C2NC(=O)C(CC(=O)O)S2)cc1 (stereo not drawn)	x	-2	x	4	x	x	x	1	0
Cc1cc(N2CCC3(CC2)OCCO3)n2nc(C)c(-c3ccc(Cl)cc3)c2n1	84	x	37*	x	91	123	-4	x	x
OCc1ccnc2c(O)cccc12	x	5	x	-5	x	x	x	1	27
CN(Cc1ccco1)C(=O)c1ccc(N2CCCC2=O)cc1	106	5	98	x	88	108	-5	1	x
CC(C)(C)NC(=O)Cn1ccc(=N)c2ccccc21	100	-10	100	-3	96	112	-2	1.1	-8
COc1ccc(CN2CCN(C(=O)c3cccs3)CC2)c(OC)c1OC	109	24	89	-5	102	92	0	0.8	17
O=C(Cc1cccc2ccccc12)Nc1ccc2oc(-c3ccccc3)nc2c1	99	6	60	6	50	112	-1	0.9	-18
O=C(Nc1ccccc1)C1Cc2ccccc2CN1C(=O)c1ccco1 (stereo not drawn)	x	29	x	-1	x	x	x	0.7	-4
Cc1cc(Cl)ccc1OCC(=O)N1C(C)CCCC1C (stereo not drawn)	92	34	77	2	107	113	-5	0.7	3

2 of these compounds, reformatted.
structure: CN(Cc1ccco1)C(=O)c1ccc(N2CCCC2=O)cc1
  Fibroblast inh: 106
  CYP2C19 inhib: 5
  H69AR inhibit: 98
  CD11b adhes enh: x
  HUVEC prolif 384: 88
  ERa coact pot: 108
  ERa coact inh: -5
  CYP2C19 act: 1
  CD11b adhes inh: x

structure: CN(C)/C=N/c1sc2c(c1C#N)CC(C)(C)NC2(C)C
  Fibroblast inh: 100
  CYP2C19 inhib: x
  H69AR inhibit: 93
  CD11b adhes enh: x
  HUVEC prolif 384: 94
  ERa coact pot: 99
  ERa coact inh: -11
  CYP2C19 act: x
  CD11b adhes inh: x

Some of these compounds in order of number of heavy atoms, highest first.
SMILES	Fibroblast inh	CYP2C19 inhib	H69AR inhibit	CD11b adhes enh	HUVEC prolif 384	ERa coact pot	ERa coact inh	CYP2C19 act	CD11b adhes inh
CCOC(=O)c1c(C)[nH]c(C)c1C(=O)CSc1nnc(-c2cc(OC)c(OC)c(OC)c2)o1	84	15	63	-4	45	313*	-42[fluorescence artefact?]	0.8	-1
Cc1cc(N2CCC3(CC2)OCCO3)n2nc(C)c(-c3ccc(Cl)cc3)c2n1	84	x	37*	x	91	123	-4	x	x
COc1ccc(CN2CCN(C(=O)c3cccs3)CC2)c(OC)c1OC	109	24	89	-5	102	92	0	0.8	17

Bioassay records deposited in PubChem BioAssay by several laboratories.
